# Assay outcomes deposited in PubChem by Sanford-Burnham Center for Chemical Genomics.
# TAG inh: triacylglycerol accumulation inhibition. inhibition, % at 12.5 µM. H9c2 cells, Nile Red lipid (TAG) fluorescence; cells loaded with 200 µM oleic acid. AID 651582. 230,000 compounds, 0.66% hits;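 active = pattern-corrected inhibition of lipid staining of at least 50% with the nuclear-stain viability signal not falling by more than 50%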;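 also: 0% = DMSO wells and 100% = triacsin C control wells; some results filed as inactive read as strong as hits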
# TAG inh DAPI viability: recorded beside TAG inh, whose call it bears; DAPI nuclei signal change (viability), lower = more cytotoxic, %;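 whole-well DAPI fluorescence read on a plate reader as a viability signal; minus 50 percent equals half of cells still viable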
# Active calls of the source: *. Only part of the results is shown; the hit share may differ from the screen's.
SMILES,TAG inh,TAG inh DAPI viability
CC(C)(C)CC(C)(C)NCC(O)COc1ccc2c(c1)CCC2 (configuration not stated),-6,1
O=C(O)CN(CC(=O)O)CC(=O)O,1,7
COc1cc2cc(CN(CCN3CCCC3)C(=O)Nc3ccccc3Cl)c(=O)[nH]c2cc1OC,21,12
Cc1ccc2c(c1)c1c3n2CCCNC3CCC1 (configuration not stated),28,3
COc1ccccc1C(=O)COC(=O)c1ccc(Cl)nc1,7,5
Clc1ccc(-c2cc3ccccc3nc2N2CCCC2)cc1,21,-4
CCCCN(C)C(=O)CCCCn1c(=O)[nH]c2cc(OCC)c(OCC)cc2c1=O,51*,4.2*
C=CCn1c(SCC(=O)NC2CCCC2)nnc1-c1ccncc1,-6,8
Cc1ccccc1NC1=C(C(=O)c2ccccc2)N(C)S(=O)(=O)c2ccccc21,-3,-3
Cc1cc(Br)ccc1OCc1nc(-c2cccnc2)no1,-13,1
COc1ccc(-c2ccc(CN3C(CC(C)C)C(=O)N(Cc4cn(CCC5OCCO5)nn4)CCS3(=O)=O)cc2)cc1OC (configuration not stated),-5,-7
CC1CCC/C(=N/Nc2nc3ccccc3s2)C1 (configuration not stated),-5,-1
Cc1cc(C)cc(OC(C)C(=O)Nc2ccc3c(c2)n(C)c(=O)n3C)c1 (configuration not stated),3,5
CCCC1C(=O)N2C(N(C)C)=Nc3ccc(C)cc3N2C1=O (configuration not stated),4,3
O=C(c1ccc(F)cc1)N1CCN(c2ncccn2)CC1,12,3
CCOC(=O)c1cnc(SCc2ccc(C)cc2)nc1N,-74,8
O=C(OCC(=O)N1CCN(S(=O)(=O)c2ccc(Cl)cc2)CC1)C1CCC1,11,-1
COc1ccc(C(=O)Sc2nncc3ccccc23)cc1,5,1
O=C1CCCN1CN1CCCCC1,-16,17
O=C(c1cccs1)N1C[C@H](n2cc(C3CC3)nn2)[C@@H](O)C[C@@H]1c1ccc(Cl)cc1,8,-5
CN1CCN(/N=C/c2ccc(Br)cc2)CC1,6,13
Cc1ncsc1CCC(=O)N1CCCC(Nc2ccc(F)c(F)c2)C1 (configuration not stated),-2,-5
COc1ccc(NC(=O)CSc2nc(O)cc(=O)n2-c2ccccc2)cc1,-8,-1
COc1ccc(NC(=O)CCN2C(=O)[C@@H]3[C@H](C2=O)[C@H]2C=C[C@@H]3C2)cc1,-8,6
CC(=O)N1CCN(S(=O)(=O)c2cccc(C(=O)OCC(=O)N(Cc3ccccc3)C(C)(C)C)c2)CC1,3,-3
# Later entries.
SMILES,TAG inh,TAG inh DAPI viability
CCCC[C@@H]1CNCCN1CC1(c2ccccc2)CC1,9,2
COc1ccc(NC(=O)/C(Cl)=C(/Cl)S(=O)(=O)Cc2ccc(C)cc2)cn1,99,-66
C=CCNC(=S)Nc1sc2c(c1C(N)=O)CCCC2,-7,8
O=C(NCc1csc(-c2ccccc2)n1)c1cc(F)cc2c1OCOC2,-29,-9
Cc1ccc(S(=O)(=O)NC(=O)NCCCCNC(=O)NS(=O)(=O)c2ccc(C)cc2)cc1,-6,3
COC(=O)C1C2C=CC3(CN(c4cccc(Cl)c4)C(=O)C13)O2 (configuration not stated),13,2
CCOc1cc(NC(=O)c2ccccc2C)c(OCC)cc1NC(=O)C1=Cc2ccccc2OC1,19,7
Cc1cccc(N(CC(=O)NC2CCCCC2)C(=O)c2c(C)noc2C)c1,20,-11
Cc1ccccc1CSCC(=O)NCCSc1ccccn1,3,-10
COCCN(Cc1cc2cc3c(cc2nc1Cl)OCO3)C(=O)Nc1ccc(OC)cc1,-16,-2
CC(OC(=O)c1cccc(S(=O)(=O)N2CCCCCC2)c1)C(=O)Nc1ccc(S(N)(=O)=O)cc1 (configuration not stated),13,5
COC(=O)/C=C/C1=CN(Cc2ccccc2)CCC1=O,-8,14
O=C1C=C(c2ccc(F)cc2OCc2ccccc2)C[C@@H](c2ccc(F)cc2)C1,-49,-9
CC1(C(=O)NS(=O)(=O)c2cccc(F)c2)CCN1C(=O)Cc1ccc(Cl)cc1Cl (configuration not stated),6,3
O=C1CC(=O)N(c2cccc(F)c2)N1,-5,-6
Cc1cccc(N2CCN(c3nc4ccc(Cl)cc4n4cnnc34)CC2)c1C,-7,18
COc1ccc(/C=N/n2cnnc2)cc1Oc1nc(Cl)ncc1F,6,-6
COc1ccc(C2CC(C(F)(F)F)n3nc(C(=O)NCCCn4ccnc4)cc3N2)cc1OC (configuration not stated),8,-3
Cc1ccc(SCc2noc(-c3c(C)noc3C)n2)cc1,3,6
COc1ccc(-c2nn(CCC#N)cc2C=C(C#N)C#N)cc1,-1,5
O=C(CNC(=O)c1ccccc1Cl)NCC(c1cccs1)N1CCOCC1 (configuration not stated),2,1
COc1ccccc1Oc1ccccc1[N+](=O)[O-],4,5
COc1ccccc1NC(=O)CSc1ccc2nnc(-c3ccncc3)n2n1,9,-6
Nn1c(SCC(=O)NCCC2=CCCCC2)nnc1-c1cccnc1,-17,12
Cn1c(N)c(C(=O)N/N=C/c2ccccc2)sc1=S,20,-6
# More structures follow:
SMILES,TAG inh,TAG inh DAPI viability
Cc1ccc(Sc2ccc(/C=N/O)cc2[N+](=O)[O-])cc1,-5,8
CCN(CC(=O)Nc1c(F)cccc1F)C(=O)c1cccc(S(=O)(=O)N2CCN(c3ccccc3)CC2)c1,-2,-5
CCCN(C(=O)C(NC(=O)c1ccccc1)C(C)C)c1c(N)n(Cc2ccccc2)c(=O)[nH]c1=O (configuration not stated),38,-10
NS(=O)(=O)c1ccc(CCNS(=O)(=O)c2cccc(C(=O)O)c2)cc1,-2,3
CS(=O)(=O)N(Cc1nnc(-c2cccs2)o1)c1ccc(Cl)cc1F,-20,2
CCOC(=O)N1CCN(C(=O)c2cc(COc3c(F)cccc3F)on2)CC1,16,2
Cc1nc(Cl)nc(N(C)c2ccccc2)c1[N+](=O)[O-],-4,-6
O=C(COC(=O)Cn1nc(-c2ccccc2)oc1=O)Nc1ccc(F)cc1,-14,1
Cc1ccccc1OCCSc1nnc(C)n1-c1ccccc1,-21,3
S=c1[nH]nc(-c2cccs2)n1/N=C/c1cn(-c2ccccc2)nc1-c1cccs1,29,-10
CCCCn1c(N)c(N(CC)C(=O)CN2C(=O)NC(C)(c3ccccc3)C2=O)c(=O)[nH]c1=O (configuration not stated),-13,8
Cc1c(C(=O)Nc2cccc(S(=O)(=O)N3CCOCC3)c2)oc2ccc(Br)cc12,11,3
O=C(CCS(=O)(=O)c1ccc(Br)cc1)N1CCN(c2ccccc2)CC1,-21,7
O=C(Nc1nonc1NC(=O)c1cccs1)c1cccs1,-21,15
CC(C)(C)c1nnc2sc(SC/C(O)=C(\C#N)c3nc4ccccc4[nH]3)nn2c1=O,5,-2
N#Cc1ccc2sn(-c3ccccc3)c(=O)c2c1,12,8
CCOC(=O)Cc1csc(NS(=O)(=O)c2ccc(SC)cc2)n1,0,-5
COC(=O)[C@H](C)[C@H]1C[C@]1(C)[C@H](NC(=O)OCc1ccccc1)c1ccccc1,-15,1
COc1cccc(CN2CCC2(C)C(=O)Nc2ccc(C)cc2)c1F (configuration not stated),-4,-7
CC(C)Cn1c(N)c(C(=O)COC(=O)c2ccccc2F)c(=O)n(C)c1=O,-8,3
CNc1oc(-c2ccccc2F)nc1S(=O)(=O)c1ccc(C)cc1,-13,12
CCOc1ccc(CCNC(=O)COC(=O)c2ccc(S(=O)(=O)N3CCCC3)cc2)cc1OCC,2,-2
COC(=O)c1sccc1NC(=S)NCc1ccc(Cl)cc1,4,-8
COC(=O)c1ccc(CNC(=O)COC(=O)C2CCC(C(C)(C)C)CC2)cc1 (configuration not stated),-32,1
O=C(CCn1cnnn1)Nc1ccccc1F,0,3
# (listing goes on)
SMILES,TAG inh,TAG inh DAPI viability
COc1cc(OC)cc(-c2c(C#Cc3ccsc3)c3cc(-c4cc(OC)c(OC)c(OC)c4)ccc3n2C)c1,31,107
Cc1ccc(S(=O)(=O)N2CCN(C(=O)COC(=O)c3c(C)cc(C)cc3C)CC2)c(C)c1,-5,-6
CCc1nnc(NC(=O)c2cccc(OC)c2)s1,6,-2
COc1ccc(C2OCC3(CO2)SC(=O)NC3=O)cc1OC (configuration not stated),1,-3
CCCCOP(=O)(c1ccc(N(C)C)cc1)C(O)c1ccncc1 (configuration not stated),18,-3
NC(=O)Nc1ccc(C(=O)OCC(=O)NCc2ccc3c(c2)OCO3)cc1,6,1
COc1cc2c(cc1OC)C(C(=O)NCc1ccco1)C1c3ccccc3CCN1C2=O (configuration not stated),21,6
O=C(c1cc(=O)c2ccccc2o1)N1CCN(c2cccc(Cl)c2)CC1,0,0
CCOC(=O)c1ccc(NC(=O)Nn2cnnc2)cc1,-8,0
CCc1n[n+](CC(=O)c2ccccc2)c(N)s1,0,-9
CN(C)S(=O)(=O)c1cccc(NC(=O)COc2ccccc2C(=O)Nc2ccccc2)c1,-7,8
O=c1c(Cl)c(N/N=C/c2ccc(Br)cc2)cnn1-c1ccccc1,0,13
CCc1cc(C(=O)OCC(=O)N2CCC(c3ccccc3)=N2)sc1C,1,4
C=CCSc1nnc(NC(=O)c2ccc(Cl)nc2)s1,-6,1
O=C(NCc1ccccc1)c1c[nH]c2ccc(F)cc2c1=O,-36,6
Cc1cc(C)nc(/N=c2/ssnc2Cl)c1,1,5
Cc1ccc(NC2=NCCCCC2)cc1,1,-11
Cc1ccc(CNC(=O)C2CC(c3cccc([N+](=O)[O-])c3)=NO2)cc1 (configuration not stated),-2,1
Cn1c(=O)n(C)c2cc(NC(=O)CSc3ccccc3)ccc21,3,3
COC(=O)c1ccc(C2c3c(oc4ccc(Cl)cc4c3=O)C(=O)N2CCN2CCOCC2)cc1 (configuration not stated),8,2
Nc1cc(=O)[nH]c(SCC(=O)Nc2ccc(N3CCOCC3)cc2)n1,-8,5
COc1ccc(CNC(=O)CS(=O)Cc2nc(-c3ccccc3C)oc2C)cc1 (configuration not stated),0,3
Cc1cc(C)c(C(=O)COC(=O)c2c(C)noc2C)cc1C,12,0
COc1ccc(S(=O)(=O)N2CCN(C(=O)c3c(-c4ccccc4)noc3C)CC2)cc1,6,3
C#CCOCCOCCOCCNc1nc(N2CCN(C(=O)Cn3cc(CCCCN)nn3)CC2)nc(N2CCN(C(=O)Cn3cc(CCCCN)nn3)CC2)n1,-20,6
# (continued)
SMILES,TAG inh,TAG inh DAPI viability
O=C(CCSCc1cccc(Cl)c1)NCCC1=CCCCC1,8,-5
COc1ccc(S(=O)(=O)N(C)c2ccc(C(=O)N3CCCCC3)cc2)cc1OC,-21,-5
O=C(NN1CCOCC1)c1ccc(Cl)c([N+](=O)[O-])c1,2,-8
CN(C)CC/C=C1\c2ccccc2CSc2ccccc21,20,2
COc1ccc2cc(CCNC(=O)C3CCCC3)c(=O)[nH]c2c1,1,-11
CCOC(=O)c1c(N)sc(N)c1C(=O)OCC,1,7
CC(C)c1ccc(C(=O)N2CCOCC2c2cc(C(=O)Nc3ccccc3)no2)cc1 (configuration not stated),14,-4
O=C(NCC(c1cccs1)N1CCOCC1)c1cc(F)cc(F)c1 (configuration not stated),22,-34
CC[C@]12c3[nH]c4ccccc4c3CCN1C(=O)C(CC(=O)NCc1cccc(C(F)(F)F)c1)C[C@@H]2C(=O)N1CCN(C(=O)C2CC2)CC1 (some centres not stated),8,-5
COc1cccc(NC(=O)N2CCC(C(N)=O)(N3CCCCC3)CC2)c1,2,0
OCCNC1=NCCN1,4,5
O=C(NCCOc1ccccc1)C1CCC(=O)N(CCCN2CCCC2=O)C1 (configuration not stated),14,4
CCNc1ccc(C(=O)OCC(=O)NC(=O)NCC(C)C)cc1[N+](=O)[O-],-5,2
Cc1ccc(C(=O)c2ccccc2C(=O)O)cc1C,-3,5
CCCCn1c(N)c(N(CC(C)C)C(=O)c2oc3ccc(Br)cc3c2C)c(=O)[nH]c1=O,8,-1
OCC[C@H]1C[C@@H](O)[C@H](O)[C@@]2(CCc3ccccc3O2)O1,-12,-1
O=C(c1cccs1)c1ccccc1Cc1cccs1,-13,0
COc1ccc2nc(N=Nc3ccc(N(C)C)cc3)sc2c1,40,0
O=C(COC(=O)CNC(=O)c1ccc(Cl)cc1Cl)Nc1ccc(N2CCOCC2)cc1,0,-7
C=CCC(C=C)S(=O)(=O)c1ccc(C)cc1 (configuration not stated),-5,-3

# 19 entries from above, ordered by SMILES length, smallest number first:
SMILES,TAG inh,TAG inh DAPI viability
Cc1cc(C)nc(/N=c2/ssnc2Cl)c1,1,5
COc1ccccc1Oc1ccccc1[N+](=O)[O-],4,5
C=CCNC(=S)Nc1sc2c(c1C(N)=O)CCCC2,-7,8
COc1ccc(C2OCC3(CO2)SC(=O)NC3=O)cc1OC (configuration not stated),1,-3
O=C(NCc1ccccc1)c1c[nH]c2ccc(F)cc2c1=O,-36,6
COc1ccc(-c2nn(CCC#N)cc2C=C(C#N)C#N)cc1,-1,5
O=C(NCC(c1cccs1)N1CCOCC1)c1cc(F)cc(F)c1 (configuration not stated),22,-34
Cc1ncsc1CCC(=O)N1CCCC(Nc2ccc(F)c(F)c2)C1 (configuration not stated),-2,-5
COc1ccccc1NC(=O)CSc1ccc2nnc(-c3ccncc3)n2n1,9,-6
Nc1cc(=O)[nH]c(SCC(=O)Nc2ccc(N3CCOCC3)cc2)n1,-8,5
O=C(COC(=O)Cn1nc(-c2ccccc2)oc1=O)Nc1ccc(F)cc1,-14,1
NC(=O)Nc1ccc(C(=O)OCC(=O)NCc2ccc3c(c2)OCO3)cc1,6,1
CC(C)Cn1c(N)c(C(=O)COC(=O)c2ccccc2F)c(=O)n(C)c1=O,-8,3
CCNc1ccc(C(=O)OCC(=O)NC(=O)NCC(C)C)cc1[N+](=O)[O-],-5,2
CC(C)c1ccc(C(=O)N2CCOCC2c2cc(C(=O)Nc3ccccc3)no2)cc1 (configuration not stated),14,-4
O=C(COC(=O)CNC(=O)c1ccc(Cl)cc1Cl)Nc1ccc(N2CCOCC2)cc1,0,-7
COc1ccc(C2CC(C(F)(F)F)n3nc(C(=O)NCCCn4ccnc4)cc3N2)cc1OC (configuration not stated),8,-3
COc1cc2cc(CN(CCN3CCCC3)C(=O)Nc3ccccc3Cl)c(=O)[nH]c2cc1OC,21,12
CCCN(C(=O)C(NC(=O)c1ccccc1)C(C)C)c1c(N)n(Cc2ccccc2)c(=O)[nH]c1=O (configuration not stated),38,-10
